PglD inh = C. jejuni PglD acetyltransferase inhibitors, primary screen, biochemical, DTNB colorimetric, single point. AID 602405, 2012. hit rate 0.098% among 360,000. UDP-N-acetylbacillosamine N-acetyltransferase PglD (Campylobacter jejuni). purified PglD enzyme, DTNB colorimetric CoA detection. inhibition, % at 12.5 µM; in the data active = inhibition above about 16%, passing the limit was not always enough; also: strong numbers were not always called active
miR122 inh = miR-122 Renilla sensor signal increase in Huh7, primary screen, miR-122 inhibitor project, cell-based, single point, plate reader | Huh7 miR-122 Renilla luciferase sensor, 48 h; neutral wells = 0, positive control = 100 | activation (reporter increase), % at 12.5 µM | hit rate 0.3% among 340,000 | AID 602342, 2012;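 active = mean replicate activation score at least 90 and every replicate individually at or above 90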;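 also: higher luciferase means less miR-122 activity so hits act as miR-122 inhibitors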
F508del corr = F508del CFTR correction, initial screen, CFBE line, single point | AID 720511, 2013 | CFBE cells, YFP halide quenching; stimulated with forskolin plus potentiator P3; % fluorescence drop versus neutral controls | activity (quench increase), % at 7.58 µM | hit rate 0.36% among 350,000;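 active = mean added fluorescence quench of at least 8% versus neutral control, with both replicates also reaching 8%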;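 also: cells transiently co-express mutant CFTR-F508del with the halide-sensitive YFP; corrector assay measuring rescue of mutant channel to the surface after 24 h compound exposure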
Cneo AK release = Cryptococcus neoformans cell lysis inducers, primary screen, AK release luminescence, single concentration | AID 651654, 2012 | lysis activity, % at 15 µM | hit rate 0.2% among 360,000 | C. neoformans lysis, adenylate kinase release luminescence, 4 h; normalised: neutral wells 0, clomiphene wells 100;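 active = mean lysis activity across replicates of at least 80%, whatever share of replicates individually reach that level; inactive = mean lysis activity below 80%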
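Test system: log-phase Cryptococcus neoformans yeast cells. Input: 5 × 10^6 yeast cells/mL. Medium: fresh YPD growth medium. Doses: single dose. Incubation: static 4 h at 37 °C with compound, 1 h detection. Measured by: luminescent adenylate kinase detection reagent. Read-out: signal increase indicating cell lysis. Benchmarks: Clomiphene.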
PGC1a acetyl inh = inhibitors of PGC1a acetylation signal, primary screen, cell-based, U2OS, AlphaScreen, inhibitor mode; hit rate 0.17% among 350,000; AlphaScreen anti-acetyl-lysine; with virally co-expressed GCN5 acetyltransferase; inhibition, % at 15.6 µM;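 active = every replicate shows inhibition of at least 40%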;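 also: 0% = neutral control wells and 100% = positive control wells; some results beyond the cut were filed as inactive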
Statin myotox sup = suppressors of statin myotoxicity in C2C12 myotubes, primary screen, cell-based, single point, plate reader; AID 602340, 2012; rescue of ATP level, % at 7.49 µM; hit rate 0.78% among 330,000; C2C12 myotubes + simvastatin, ATP luminescence, 48 h; scaled: DMSO 0, geranylgeraniol control 100;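 active = mean ATP rescue above about 67%, or every replicate alone reaching that limit, limit read from the data, passing the limit was not always enough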;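 also: myotubes were challenged with 10 µM simvastatin during compound exposure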
INS-1E GSIS act = GLuc luminescence reporter in INS-1E cells, primary screen for activators of glucose-dependent secretion of insulin. INS-1E GLuc reporter insulin secretion, 2-3 h. activation, % at 16.6 µM. hit rate 0.61% among 370,000. AID 743287, 2014;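 active = lowest replicate activation of at least 40%, so every replicate reaches that level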;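 also: 0% = median of neutral control wells and 100% = median of IBMX positive control wells; some compounds called inactive have numbers as strong as hits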
FN deposition inh = inhibitors of fibronectin matrix deposition, primary screen, AH1F cells, Alexa488-fibronectin fluorescence, plate reader; inhibition, % at 12.6 µM; hit rate 0.086% among 350,000; AH1F fibroblasts, overnight; AID 743247, 2014;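 active = mean inhibition across replicates of 30% or more, regardless of how many single replicates reach that level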;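 also: positive control wells lacked labelled fibronectin entirely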
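Assay system: AH1F fibroblasts / Quantity: 10000 cells per well / Medium: DMEM plus 2% serum, read in PBS / Reagent: labelled fibronectin 24 nM / Dosing: single dose, pinned / Times: 1 h cell attachment, overnight exposure to compound and label / Signal: fluorescence, ex 485 nm, em 525 nm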
An asterisk follows results filed as active; / = no result given; [ ] = remark or other dose.

Fields – PglD inh, miR122 inh, F508del corr, Cneo AK release, PGC1a acetyl inh, Statin myotox sup, INS-1E GSIS act, FN deposition inh
- CCCNC(=O)[C@@H]1[C@@H](CO)[C@@H]2Cn3c(cccc3=O)[C@@H]2N1CC1CCCCC1
    7, 3[16.7 µM], 1.4, 53, /, 7, 2, /
- COc1ccccc1-c1ccc([C@H]2[C@@H](CO)N(C(=O)NC3CCCCC3)[C@H]2C#N)cc1
    -2, /, -1.0, 0, 9, -4, -12, 8
- CC(C)C[C@H](CO)Nc1nc(N(C)c2cccc(Cl)c2)c2ncn(C(C)C)c2n1
    -6, -1, -4.4, -4, -20, -16, -33, 2
- COc1ccc(OC)c(NC(=O)CSc2ccccc2)c1
    1, 24, /, 1, -7, 23, /, 4
- CNC(=O)c1nn(-c2ccc(C)cc2)ccc1=O
    -5, -2, /, -1, -10, 25, -5, /
- CC1(C)CC(=O)C(/C=N/c2ccccn2)=C(O)C1
    6, -5, /, 3, 1, -5, /, /
- O=C(COc1cc2oc(=O)c3c(c2cc1Cl)CCC3)NCCCN1CCCC1=O
    5, -3, 1.2, 0, -8, 9, 10, 0
- O=C(CN1c2cccc3cccc(c23)S1(=O)=O)NCc1ccc(F)cc1
    /, -10, 0.9, /, -21, 3, /, 0
- CC1(c2ccc3c(c2)OCCO3)NC(=O)N(CC(=O)Nc2c(F)cccc2F)C1=O (stereo unspecified)
    /, /, 0.0, /, -5, -7, 7, 10
- COc1ccc(-c2ccc(SCc3ccccn3)nn2)cc1OC
    /, -4, 3.4, /, /, -5, 83*, -1
- CC(=O)c1cccc(NC(=O)COC(=O)c2cccc(N3C(=O)c4ccccc4C3=O)c2)c1
    /, -2, -4.5, -1, 10, /, 19, -12
- Cn1cccc1C(=O)OCC(=O)NCc1cccs1
    -2, -4, 1.6, 1, 5, 2, 15, -1
- O=C1NC2(CCCCC2)C(=O)N1c1cccc(Cl)c1
    /, /, -0.1, /, /, 7, -4, 4
- COc1ccc(-c2sc(Nc3ccccc3)n[n+]2-c2ccccc2)cc1Br
    8, 6, -0.7, 0, -2, 4, 1, 2
- CCc1ccc(NC(=O)c2cc(-c3ccco3)on2)cc1
    /, 7, /, /, 14, 10, 7, -1
- CNC[C@@H]1Oc2ccc(NC(=O)Nc3ccc4c(c3)OCO4)cc2CC(=O)N([C@@H](C)CO)C[C@@H]1C
    -2, 2[16.7 µM], -4.2, -11, 11, 25, 9, -11
- COc1cccc(-c2ccc3c(c2)[C@@H]2[C@@H](CCN2C(=O)CN2CCOCC2)[C@H](CO)N3)c1
    2, -10[16.7 µM], 0.1, -5, -11, -2, 6, -14
- O=S(=O)(c1cccc2ccccc12)N1CCC2CC1c1cc(Cl)ccc12 (stereo unspecified)
    7, 20, 7.5, 0, -32, -7, -2, 12
- CCNC(=O)C1(C)CCN(C(=O)c2cc(C)oc2C)C1 (stereo unspecified)
    0, /, 1.9, 1, 12, 6, 2, 3
- CCOC(=O)[C@@H]1[C@H]2COc3ccc(Br)cc3[C@@H]2N2C(=O)N(c3ccc(C(F)(F)F)cc3)C(=O)[C@]12C
    -1, -1, 0.8, 7, 1, 3, -1, 5
- C=CCOC(=O)C1=C(C)NC(SCC(=O)N(CC)CC)=C(C#N)C1c1ccccc1 (stereo unspecified)
    0, 1, /, 3, -1, -9, /, 6
- O=C(COC(=O)c1cc(S(=O)(=O)Nc2ccccc2Cl)ccc1O)Nc1ccc(F)c(F)c1F
    -10, /, 1.6, -10, -4, 2, /, /
- CN(Cc1ccccc1)C(=O)CSc1n[nH]c(N)n1
    4, -1, -3.0, 0, -1, -11, -18, 0
- O=C(NCc1ccc(F)cc1)c1ccc(CS(=O)(=O)Cc2ccccc2F)o1
    9, 0, /, 0, 6, 15, -6, /
- Cc1cccc(C(=O)Nc2sc(-c3ccccc3)cc2C(=O)O)c1
    1, -20, -1.2, -7, 4, -10, /, -3
- Cc1ccc(NC(=O)N2CCC(C(N)=O)CC2)cc1
    3, 0, /, 4, -2, 7, 1, /
- O=C(CCc1ccccc1)N/N=C\C1CC=CCC1 (stereo unspecified)
    5, -4, 0.6, 5, /, -1, -12, -4
- CSc1ccccc1NC(=O)c1noc2c1CCC2
    -9, 2, /, 0, -9, /, -3, /
- C[C@H](NC(=O)C[C@H]1C=C[C@@H](NC(=O)C2CCC2)[C@H](CO)O1)c1ccccc1
    2, /, -0.7, 3, 7, 5, -2, 1
- CCN(CC)c1ccc(NC(=O)CCNC(=O)c2ccco2)cc1
    -1, -7, 0.2, 0, 0, /, -8, -6
- COc1cccc(/C=C/C(=O)OCC(=O)c2ccc3c(c2)NC(=O)CO3)c1OC
    0, -5, 0.0, 1, /, 4, 1, /
- Cc1ccc(O)c(NC(=O)c2ccco2)c1
    -1, 1, /, -8, -4, 24, /, 5
- COc1ccc(NC(=O)Nc2cccc3c2O[C@@H](CN(C)Cc2ccc(C(=O)O)cc2)[C@H](C)CN([C@@H](C)CO)C3=O)cc1
    0, 5[16.7 µM], 0.0, -8, 13, 36, 9, 4
- C[C@@H]1CN([C@H](C)CO)C(=O)Cc2cc(NC(=O)Nc3ccc(C(F)(F)F)cc3)ccc2O[C@H]1CN(C)S(=O)(=O)c1cccs1
    -1, -2[16.7 µM], 0.3, 0, 3, 25, 1, /
- COc1cccc(C(=O)Nc2ccc3c(c2)C(=O)N(C)C[C@H](OC)[C@@H](C)CN(CCc2ccccc2)[C@@H](C)CO3)c1
    2, /, -5.0, -3, -3, 22, -43, 11
- CCCNC(=O)C[C@H]1C[C@@H]2c3cc(NC(=O)c4ccc5c(c4)OCO5)ccc3O[C@@H]2[C@@H](CO)O1
    -7, -1[16.7 µM], 0.0, 0, -5, 0, -9, 7
- O=S(=O)(NNc1ccc(F)cc1F)c1cccc(Cl)c1
    /, 9, -1.0, /, /, 18, -7, 0
- C=CC1CN(S(=O)(=O)c2ccc(Br)cc2)C(=O)N1c1ccc(Br)cc1 (stereo unspecified)
    1, /, 4.2, -2, -5, /, /, /
- Cc1ccc(C)c(S(=O)(=O)N2CCCCC2CCNC(=O)C(=O)NCc2ccccc2)c1 (stereo unspecified)
    -4, -6, -2.7, 2, /, -22, -13, -3
- CO[C@@H]1CN(C)C(=O)c2ccc(NC(C)=O)cc2OC[C@@H](C)N(S(=O)(=O)c2cn(C)cn2)C[C@H]1C
    -5, /, 0.4, -1, 1, -1, -11, 10
- COc1ccc(OC)c(Cc2nnc(CCC(=O)NC3CCCCC3)o2)c1
    /, 0, -0.8, /, 5, 3, 10, -1
- CC(C)(C)NC(=O)CSC(=Nc1cccc(F)c1)NC#N
    -5, 10, /, 1, -1, /, /, -10
- O=C(C[C@H]1CC[C@H]2[C@@H](COC[C@@H](O)CN2S(=O)(=O)c2cccc(F)c2)O1)Nc1ccccc1
    0, -6[16.7 µM], -3.5, 0, -5, -5, 14, 3
- O=c1[nH]c2ccccc2nc1/C=C/c1ccc(O)cc1
    -2, -1, -0.9, -7, -51, -7, 2, 6
- CS(=O)(=O)c1sc2nc(-c3ccccc3)cc(-c3ccccc3)c2c1N
    -4, -8, /, 4, -10, 20, /, 5
- Cc1ccccc1N(C(=O)c1snc(C(N)=O)c1N)C(C(=O)NC1CCCC1)c1ccco1 (stereo unspecified)
    -3, -15, -0.9, 0, 8, -10, -14, -36
- Cc1cc(C)n2c(Br)c(CSc3nc4ccccc4o3)nc2n1
    -4, 0, /, 1, 0, /, /, -10
- CN(C)S(=O)(=O)c1ccc(NC=O)cc1
    /, /, -0.7, /, 7, /, 5, 18
- COc1ccccc1NC(=O)CSc1nnc(-c2ccncc2)o1
    -2, 1, /, 1, 13, 0, /, 2
- CN(C(=O)c1cccc(NC(=O)Cc2ccc(NC(=O)C3CCCN(C(=O)C4CCC4)C3)cc2)c1)C1CCCCC1 (stereo unspecified)
    6, 5, -4.3, 1, -1, -3, -30, -4
- COc1ccc(CC(N)c2csc(NC(=O)c3ccccc3OC)n2)cc1 (stereo unspecified)
    -4, -3, 2.5, 0, 12, -8, 4, 8
- COc1cccc(C(c2cccc(OC)c2)c2ccccc2C(=O)O)c1
    -4, -3, 0.2, -1, -2, 15, 12, -5
- COCCN(Cc1ccccc1)C(=O)c1cccc(S(=O)(=O)N2CCCc3ccccc32)c1
    -1, 41, 3.1, 4, 0, -5, -16, 2

Part of the list above, reformatted.
smiles,PglD inh,miR122 inh,F508del corr,Cneo AK release,PGC1a acetyl inh,Statin myotox sup,INS-1E GSIS act,FN deposition inh
CC(C)(C)NC(=O)CSC(=Nc1cccc(F)c1)NC#N,-5,10,/,1,-1,/,/,-10
O=C(C[C@H]1CC[C@H]2[C@@H](COC[C@@H](O)CN2S(=O)(=O)c2cccc(F)c2)O1)Nc1ccccc1,0,-6[16.7 µM],-3.5,0,-5,-5,14,3
O=c1[nH]c2ccccc2nc1/C=C/c1ccc(O)cc1,-2,-1,-0.9,-7,-51,-7,2,6
CS(=O)(=O)c1sc2nc(-c3ccccc3)cc(-c3ccccc3)c2c1N,-4,-8,/,4,-10,20,/,5
Cc1ccccc1N(C(=O)c1snc(C(N)=O)c1N)C(C(=O)NC1CCCC1)c1ccco1 (stereo unspecified),-3,-15,-0.9,0,8,-10,-14,-36
Cc1cc(C)n2c(Br)c(CSc3nc4ccccc4o3)nc2n1,-4,0,/,1,0,/,/,-10
CN(C)S(=O)(=O)c1ccc(NC=O)cc1,/,/,-0.7,/,7,/,5,18
COc1ccccc1NC(=O)CSc1nnc(-c2ccncc2)o1,-2,1,/,1,13,0,/,2
CN(C(=O)c1cccc(NC(=O)Cc2ccc(NC(=O)C3CCCN(C(=O)C4CCC4)C3)cc2)c1)C1CCCCC1 (stereo unspecified),6,5,-4.3,1,-1,-3,-30,-4

An excerpt of these results, as comma-separated lines.
mol,PglD inh,miR122 inh,F508del corr,Cneo AK release,PGC1a acetyl inh,Statin myotox sup,INS-1E GSIS act,FN deposition inh
Cc1ccccc1N(C(=O)c1snc(C(N)=O)c1N)C(C(=O)NC1CCCC1)c1ccco1 (stereo unspecified),-3,-15,-0.9,0,8,-10,-14,-36
Cc1cc(C)n2c(Br)c(CSc3nc4ccccc4o3)nc2n1,-4,0,/,1,0,/,/,-10

From PubChem
